Screens (PubChem BioAssay)
Rad51 HR inh: Rad51 (human) homologous recombination inhibition; Q06609; hRad51 DNA strand exchange, fluorescence dequenching; inhibition, % at 10 µM; 0.085% of 200,000 active;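 active = inhibition above 40% at the single screening dose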;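 also: 0% = DMSO control wells and 100% = blanks with heterologous ssDNA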
Target sequence (Q06609 whole entry, looked up): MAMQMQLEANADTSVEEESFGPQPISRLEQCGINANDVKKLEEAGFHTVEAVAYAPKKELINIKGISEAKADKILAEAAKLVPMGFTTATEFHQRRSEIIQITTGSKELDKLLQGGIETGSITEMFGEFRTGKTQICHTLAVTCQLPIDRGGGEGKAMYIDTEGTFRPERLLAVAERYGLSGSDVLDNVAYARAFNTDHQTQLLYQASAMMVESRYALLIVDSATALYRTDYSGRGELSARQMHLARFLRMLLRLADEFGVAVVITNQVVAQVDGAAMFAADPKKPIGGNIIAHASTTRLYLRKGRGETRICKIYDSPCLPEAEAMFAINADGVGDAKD
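Material: hRad51 filaments on single-stranded DNA; Reagent: Donor/quencher-labelled 47-bp dsDNA substrate; Compound: 10 µM final, single point; Schedule: 37 °C 15-min filament assembly, 30-min compound preincubation, 15-min exchange; Technique: FRET fluorescence, excitation 485 nm, emission 520 nm; Benchmarks: control wells and blank wells on each plate.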
m-calpain inh: blocks pig calpain II enzyme activity; purified calpain II, fluorogenic peptide substrate, 30 min; inhibition, % at 16 µM; 0.37% of 220,000 active;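 active = inhibition above about 50%, limit read from the data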
KLK5 inh: blocks human kallikrein 5 protease activity; Q9Y337; 0.59% of 210,000 active; recombinant hK5, fluorogenic AMC substrate cleavage; inhibition, % at 5 µM;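 active = inhibition of 40% or more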;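 also: 0% = enzyme controls without compound and 100% = no-enzyme blanks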
Target sequence (Q9Y337 67-293 limits assumed): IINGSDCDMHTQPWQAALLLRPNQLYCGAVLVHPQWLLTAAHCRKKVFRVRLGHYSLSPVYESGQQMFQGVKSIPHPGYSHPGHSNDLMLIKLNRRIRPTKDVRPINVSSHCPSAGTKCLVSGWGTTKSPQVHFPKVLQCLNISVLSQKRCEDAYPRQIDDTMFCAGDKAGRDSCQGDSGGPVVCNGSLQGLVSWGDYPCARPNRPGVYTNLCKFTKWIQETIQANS
FXIIa inh 1536: factor XIIa (human) inhibition | 0.3% of 220,000 active | P00748 | inhibition, % at 5 µM | purified FXIIa, Boc-QGR-AMC fluorogenic substrate, 2 h | AID 800; in the data active = inhibition above about 40%;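 also: 0% = enzyme with no compound and 100% = blank without enzyme; many of its hits are not listed in these tables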
thrombin 1536: blocks human thrombin protease activity | alpha-thrombin, Boc-VPR-AMC fluorogenic substrate cleavage | inhibition, % at 5 µM | 0.26% of 220,000 active | AID 1046;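 active = inhibition at or above 40%; inactive = inhibition below 40%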;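 also: 0% = enzyme with no compound and 100% = wells without enzyme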
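signal = AMC fluorescence, 355/460 nm | material = human alpha-thrombin enzyme | control set = enzyme without compound as high, wells lacking enzyme as low | times = reaction at room temperature | read-out basis = percent inhibition scaled between no-compound controls and no-enzyme blanks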
PERK inhibitor: inhibitors of human PERK kinase | Q9NZJ5 | CHO PERK-DD fusion, SEAP luminescence translation reporter | inhibition, % at 5.6 µM | 0.17% of 220,000 active;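 active = inhibition above the mean inhibition of all tested compounds plus 3 SD, set separately per screening campaign, cut at about 2.9% in these data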;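 also: PERK kinase domain activated by AP20187 dimerizer at 100 nM; 0% = DMSO with dimerizer and 100% = rapamycin at 8.4 µM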
Furin inh: inhibitors of human furin | AID 463115 | inhibition, % at 30 µM | 0.061% of 220,000 active | purified furin, fluorogenic substrate cleavage; in the data active = inhibition above about 25%; also: inactives centre near -15
Cl transport mod: modulators of human KCC2 chloride dependent transport; KCC2 cells, thallium flux FluoZin-2 fluorescence; B-score of Tl+ flux slope (higher = more flux/activation; lower = inhibition) at 10 µM; 2.2% of 190,000 active; AID 1456;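 active = thallium flux slope and its plate-corrected score both differing from the plate sample mean at a set confidence after two filtering rounds, in either direction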;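 also: slope of fluorescence scaled to starting intensity during 10 to 20 s after thallium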
FXIa inh 1536: inhibitors of human coagulation factor XIa | P03951 | purified FXIa, Boc-Glu-Ala-Arg-AMC fluorogenic substrate | inhibition, % at 5 µM | 0.14% of 220,000 active | AID 798;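 active = inhibition of at least 40%; inactive = inhibition below 40%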;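 also: fluorescence of freed AMC excited at 355 nm; 0% = enzyme without compound and 100% = no enzyme blank; many of its hits are not listed in these tables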
Active calls of the source: *; nt = not tested or not shown; [ ] = remark or other dose.

SMILES	Rad51 HR inh	m-calpain inh	KLK5 inh	FXIIa inh 1536	thrombin 1536	PERK inhibitor	Furin inh	Cl transport mod	FXIa inh 1536
CCCCC1C2=C(CC(C)(C)CC2=O)OC2=C1C(=O)CC(C)(C)C2	1	16	-2	12	-13	0.5	-1	-1.2	2
O=C(NCc1ccco1)c1cc2sccc2n1Cc1ccc(F)cc1	5	30	-10	2	-4	0.0	-20	nt	-6
CCN(CC)S(=O)(=O)c1ccc2oc(C(=O)NCC3COc4ccccc4O3)c(C)c2c1 (stereo not drawn)	-5	15	-19	11	-5	-1.4	-9	-0.04	-1
O=C(c1ccccc1)N(Cc1ccc2c(c1)OCO2)Cc1nc2ccccc2c(=O)[nH]1	-4	34	2	5	3	-0.6	-34	0.46	0
COc1ccc(C2=NN(CN3C(=O)C(=O)c4ccccc43)C(c3ccc(C)cc3)C2)cc1 (stereo not drawn)	3	-368	-2	17	6	-0.6	-10[20 µM]	nt	8
CCOC(=O)C1=C(CN2CCc3ccccc32)NC(=O)NC1c1ccc(Cl)cc1 (stereo not drawn)	0	3	-16	8	0	-1.9	-15[20 µM]	nt	-11
CCOC(=O)C1=C(c2ccccc2)NC(=S)NC1c1ccc(Cl)cc1 (stereo not drawn)	7	4	1	5	-3	-1.6	-13	-2.4	-1
C=CCn1c(NCc2c[nH]c3ccccc23)nc2ccccc21	-5	16	-4	16	1	-0.5	-16[20 µM]	0.44	0
CCOC(=O)c1ccc(NC(=O)CC2SC3=NCCN3C2=O)cc1 (stereo not drawn)	2	12	-2	3	-10	0.9	-2	0.22	-5
CCOc1cc(N2CCOCC2)c(OCC)cc1NS(=O)(=O)c1ccc(Cl)s1	2	-1	-14	13	4	-0.7	-20	-0.2	4
Cc1ccc(CC(=O)Nc2nncs2)cc1	-7	-10	9	0	-8	0.3	-2[20 µM]	-0.21	-5
Cc1ccc(NC(=O)Nc2ccccc2CC[N+](=O)[O-])cc1	1	12	-8	-10	-8	0.5	-18	-0.21	-3
O=S(=O)(Cc1nc2ccccc2s1)c1ccccc1	3	-3	-13	-10	-10	-0.8	-14	nt	-6
CCOc1ccc(NC(=O)c2c(OC)cccc2OC)cc1	-3	4	-17	3	2	-0.1	-12	0.99	-4
O=C(NNC(=O)C1CCN(S(=O)(=O)c2cccc(C(F)(F)F)c2)CC1)C1CC1	27	16	-6	3	-7	0.8	-23	0.38	-3
Cc1cc(C)c(/C=N/n2c(C)cc(C)c(C#N)c2=O)c(C)c1	-1	15	-8	7	-7	-0.5	-11	1.6	-6
CCOC(=O)C(C)Sc1ncnc2nc[nH]c12 (stereo not drawn)	3	22	-3	14	3	0.3	-13[20 µM]	-0.93	6
O=C(N/N=C/c1ccccn1)c1ccc(S(=O)(=O)N2CCCCCC2)cc1	4	-74	-11	-4	0	0.6	-20	1	-4
O=C1c2ccccc2C(Nc2ccc3c(c2)OCO3)N1Cc1ccco1 (stereo not drawn)	-7	-53	-5	11	0	-0.6	-13	-1.7	4
O=c1oc(-c2ccccc2)nc2c1C1(CCCCC1)Cc1ccccc1-2	1	34	5	11	0	-0.8	0[20 µM]	-0.52	-1
CC(=O)c1cc(CN2CCN(Cc3ccc(C)cc3)C(CCO)C2)cs1 (stereo not drawn)	-3	-21	nt	11	-3	0.4	-22	0.04	2
COc1ccc(C(=O)C(c2ccccc2)N2CCOCC2)cc1 (stereo not drawn)	-1	-26	-4	1	-5	-0.6	-14	nt	-3
CCOC(=O)C1=C(C)N(c2ccc(OCC)cc2)C(=O)/C1=C\c1ccco1	8	-32	1	3	9	0.4	2	-0.022	-2
C/C(=C1/SC(N2CCOCC2)=NC1=O)c1ccc(Cl)cc1	5	22	10	1	3	0.2	-16	nt	1
CC1=CC(=O)C=C(C)C1=NOc1ccccc1[N+](=O)[O-]	-10	0	-12	15	-4	2.6	-1	0.44	8
Cc1ccn2c(NC3CCCC3)c(-c3ccsc3)nc2c1	7	-472	-3	2	-15	-0.6	-17	-0.043	-4
CC(C)c1ccc(NC(=S)NN2CCOCC2)cc1	-19	-1	-4	10	-4	0.4	-22	1.8	0
COc1ccc(-c2c(-c3ccc(OCC(=O)NN)cc3O)n[nH]c2C)cc1	9	7	-7	6	1	1.2	-14	-0.54	-5
CCOC(=O)c1cc2c(C)n(-c3ccc(OCC)cc3)c(C)c2ccc1=O	8	18	2	18	1	0.4	-3[20 µM]	-1.6	9
COc1ccc(CCNCC(O)COc2cccc(Br)c2)cc1 (stereo not drawn)	8	-7	-18	-2	1	0.0	-28	0.83	-12
CC(=O)Nc1ccc(S(=O)(=O)N2CCN(CC(O)COc3ccc4ccccc4c3)CC2)cc1 (stereo not drawn)	-1	-36	7	3	-6	-0.5	-19[20 µM]	nt	-24
COc1ccc(-c2cc(C(=O)OCC(=O)NC(C)(C)C)c3ccccc3n2)cc1	-9	-143	0	7	-10	0.1	-18	-0.12	-7
CC(=O)N1CCN(C(=O)COc2ccc(Br)cc2)CC1	-6	-12	-14	7	-2	0.7	-15[20 µM]	0.085	-2
CCOC(=O)C1=C(C)NC(SC(C)=O)=NC1c1ccc(OC(C)=O)c(OC)c1 (stereo not drawn)	nt	-14	4	-1	1	1.8	-9[20 µM]	-0.05	1
Cc1ccc2nc(SCC(=O)N(CC(C)C)c3c(N)n(Cc4ccccc4)c(=O)[nH]c3=O)[nH]c2c1	-4	15	8	16	-8	-0.6	0	0.27	-1
CCOC(=O)c1cnn(-c2nc3c(C)cccc3s2)c1C(F)(F)F	-1	-9	3	9	-5	0.8	-13[20 µM]	-0.4	-3
CC(C)(C)n1cnnc1Sc1ncccc1[N+](=O)[O-]	nt	-18	-1	6	-7	1.7	-20	-0.021	-1
Cc1ccccc1NC(=O)C(=O)NCCc1c[nH]c2ccccc12	-14	17	-7	2	-5	-0.5	-23	-1.8	-2
O=C1C2C3C=CC(C4CC34)C2C(=O)N1/N=C/c1ccc(-c2ccc([N+](=O)[O-])cc2)o1 (stereo not drawn)	-9	-27	-3	nt	-8	-0.8	-8	-0.76	-4
C/C(=N\NC(=O)C1CC1)c1ccccc1O	4	-4	1	8	0	0.1	-32	-0.41	-2

Full records, looked up by structure:
CC(=O)N1CCN(C(=O)COc2ccc(Br)cc2)CC1 is listed as Rad51 HR inh: -6; m-calpain inh: -12; KLK5 inh: -14; FXIIa inh 1536: 7; thrombin 1536: -2; PERK inhibitor: 0.7; Furin inh: -15[20 µM]; Cl transport mod: 0.085; FXIa inh 1536: -2
COc1ccc(-c2cc(C(=O)OCC(=O)NC(C)(C)C)c3ccccc3n2)cc1 is listed as Rad51 HR inh: -9; m-calpain inh: -143; KLK5 inh: 0; FXIIa inh 1536: 7; thrombin 1536: -10; PERK inhibitor: 0.1; Furin inh: -18; Cl transport mod: -0.12; FXIa inh 1536: -7

Four entries picked at random from those above, as already listed:
SMILES	Rad51 HR inh	m-calpain inh	KLK5 inh	FXIIa inh 1536	thrombin 1536	PERK inhibitor	Furin inh	Cl transport mod	FXIa inh 1536
COc1ccc(C(=O)C(c2ccccc2)N2CCOCC2)cc1 (stereo not drawn)	-1	-26	-4	1	-5	-0.6	-14	nt	-3
Cc1ccc2nc(SCC(=O)N(CC(C)C)c3c(N)n(Cc4ccccc4)c(=O)[nH]c3=O)[nH]c2c1	-4	15	8	16	-8	-0.6	0	0.27	-1
Cc1ccn2c(NC3CCCC3)c(-c3ccsc3)nc2c1	7	-472	-3	2	-15	-0.6	-17	-0.043	-4
CCOC(=O)C1=C(C)NC(SC(C)=O)=NC1c1ccc(OC(C)=O)c(OC)c1 (stereo not drawn)	nt	-14	4	-1	1	1.8	-9[20 µM]	-0.05	1

Next section
SMILES	Rad51 HR inh	m-calpain inh	KLK5 inh	FXIIa inh 1536	thrombin 1536	PERK inhibitor	Furin inh	Cl transport mod	FXIa inh 1536
Cc1cc(NC(=O)CSc2nc3c(c(=O)n2-c2ccccc2)SC(C)C3)no1 (stereo not drawn)	-5	-26	-19	9	-1	0.6	-18	0.63	2
Cc1nc2c(C(=O)NCc3cccs3)cnn2c(C)c1Cc1ccccc1	-2	-46	-17	11	6	-0.6	-10	1.4	6
Cc1c[n+]([O-])n(-c2ccc(C(=O)O)cc2)n1	7	-21	2	5	-6	-0.6	-12	0.68	-5
Cc1ccc(CS(=O)(=O)CCC(=O)NCCC2=CCCCC2)cc1	-16	-6	-3	4	0	-0.2	-14	-0.62	-7
Cc1cc(C)nc(NC(=O)c2ccc([N+](=O)[O-])o2)n1	-1	-23	-13	4	-10	0.5	-15	0.012	6
Cc1cccc(NC(=O)c2cc(N3C(=O)CCC3=O)ccc2Cl)n1	-2	22	-19	50*	3	-0.8	-18[20 µM]	-0.3	45*
COC(=O)c1c(C)nc2ccccc2c1C(=O)O	nt	-3	6	-1	-3	1.7	0	0.12	-9
Cc1cc(C)cc(NC(=S)NCc2ccc3[nH]c4c(c3c2)CCCC4)c1	nt	-45	-10	11	-1	0.1	-13	-0.37	5
COc1ccc(CCNC(=O)CSc2nnc3ccc(-c4ccncc4)nn23)cc1	2	-28	1	9	-1	0.6	-16	0.39	3
Cn1c(=O)c(C(=O)COC(=O)c2cc(-c3ccco3)nc3ccccc23)c(N)n(Cc2ccccc2)c1=O	nt	-132	-54	9	2	-1.1	-14	-0.61	7
O=C1NN(c2ccccc2)C(=O)/C1=C/c1ccc(-c2ccc(Cl)c(C(=O)O)c2)o1	9	-35	-3	6	3	0.8	-10	0.42	1
Clc1ccc(Nc2ncnc3c2cnn3-c2ccccc2)cc1	8	10	-1	7	2	1.4	-23	1	-3
C=CCOC(=O)C1=C(C)N(C)C(=O)NC1c1cc2c(cc1Br)OCO2 (stereo not drawn)	-1	12	-1	3	-6	-0.1	-18	-1.7	-1
O=S(=O)(c1ccc(Br)c2nsnc12)N1CCOCC1	nt	14	-2	21	0	1.0	-17	0.028	19
Cc1ccc2c(c1)c(C)c(C)n2CC(O)CN1CCCCC1C (stereo not drawn)	-4	-9	-1	2	-10	0.6	-16	nt	-4
CSc1ccccc1C(=O)Nc1ccccc1C	-8	6	3	10	1	0.9	-23	0.036	-1
CCOC(=O)c1oc2c(c1C)/C(=N/O)CCC2	nt	16	-3	4	0	0.2	-11[20 µM]	nt	6
COc1ccccc1-n1nnnc1SCc1ccccc1	7	-10	-22	8	-1	0.5	-6[20 µM]	nt	-6
O=C1CCC(/C=C/c2ccccc2)=NN1Cc1ccccc1Cl	15	39	-1	11	1	0.9	-19[20 µM]	nt	-2
CCOC(=O)c1ccc(N2C(=O)c3n[nH]c(C)c3C2c2ccco2)cc1 (stereo not drawn)	4	-26	-8	7	-4	-0.2	-16	nt	-7
O=C(Cn1ncc2c(=O)oc3ccccc3c21)NCc1cccnc1	nt	8	nt	4	0	-0.2	-22	0.41	4
CCCN1CNC(=S)N(CC2CCCO2)C1 (stereo not drawn)	-1	6	-11	8	-12	0.3	-18	-0.021	4
Oc1ccc2ccccc2c1N=Nc1ccccn1	-8	8	-80	9	-1	-0.7	-7[20 µM]	3	-2
Cc1ccc(NS(=O)(=O)c2ccc(CCC(=O)NC3CC3)cc2)cc1	nt	-9	-24	3	0	1.0	-15[20 µM]	0.16	-11
Cc1ccc(NS(=O)(=O)c2ccc3c(c2)NC(=O)CC(=O)N3)cc1C	14	-21	-8	3	-11	0.1	-28	-0.82	-3
CC(C)(C)NC(=O)CN(Cc1cccs1)C(=O)CNS(=O)(=O)c1ccc(F)cc1	29	-26	3	4	-12	1.0	-26	0.72	-1
O=C(O)c1n[nH]c2c1CCCCC2	5	-11	-22	-4	-12	0.7	-13	0.43	3
NC(=O)c1ncc(C(F)(F)F)cc1Oc1cccnc1	3	-14	-5	8	-7	0.5	-12	0.045	-2
CN(C)S(=O)(=O)c1ccc(Cl)c(NC(=O)COC(=O)CN2C(=O)NC(C)(C)C2=O)c1	-7	-7	-12	8	-6	0.5	-7	0.73	0

An excerpt; rates above refer to the full screens.
